mIAP activ: increases mouse intestinal alkaline phosphatase activity. muIAP, CDP-Star luminescence, 30 min; stronger effect = higher value; 1 = vehicle-only enzyme signal, 0 = enzyme-free wells. 0.24% of 330,000 active. AID 2805. activation factor at 10 µM;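 active = activation factor of at least 2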; also: the source names both 10 and 20 µM as test concentration; values of inactives mirror those of a sister screen read the other way
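System: Mouse IAP enzyme | Also added: CDP-Star substrate | Dosing: Compounds dispensed in DMSO | Schedule: 30 min enzyme-substrate-compound incubation at room temperature | Technique: Chemiluminescence readout | Control set: DMSO-only wells and no-enzyme negative control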
PfG6PD inh: PfG6PD (Plasmodium falciparum) enzyme inhibition; PfGluPho enzyme, NADPH resazurin-diaphorase fluorescence; inhibition, % at 20 µM; 0.78% of 350,000 active; AID 504690;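 active = inhibition reaching at least a set limit at 20 µM in the primary screen, cut at about 59% in these data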;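 also: 0% = DMSO wells with substrate and 100% = DMSO wells lacking glucose-6-phosphate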
A3A deaminase: inhibitors of human APOBEC3A DNA deaminase; P31941; recombinant A3A, FAM/TAMRA ssDNA deamination fluorescence; inhibition, % at 20 µM; 0.41% of 330,000 active;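 active = at least 40% inhibition at 20 µM here, with at most 30% in a related deaminase screen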;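 also: plate controls were A3A with DMSO for no effect and wells lacking A3A enzyme for full effect; some results filed as inactive read as strong as hits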
hIAP block: blocks human intestinal alkaline phosphatase; purified IAP, CDP-Star luminescence, 30 min; inhibition, % at 10 µM; 0.12% of 330,000 active;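 active = inhibition reaching a set limit with compound at 10 µM in the primary screen, cut at about 35% in these data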;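 also: plate controls were DMSO wells with enzyme for no effect and no-enzyme buffer wells for full effect; values of inactives mirror those of a sister screen read the other way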
hIAP activ: increases human intestinal alkaline phosphatase activity | P09923 | purified human IAP, CDP-Star luminescence, 30 min; stronger effect = higher value; 1 = vehicle-only enzyme, 0 = enzyme-free background | activation factor at 10 µM | 0.16% of 330,000 active | AID 2524;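 active = activation factor of the enzyme at least 2-fold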; also: the source names both 10 and 20 µM as test concentration; values of inactives mirror those of a sister screen read the other way
mIAP inh: mouse IAP inhibition; inhibition, % at 10 µM; 0.2% of 330,000 active; purified mouse IAP, CDP-Star luminescence, 30 min;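 active = inhibition of at least 40% at 10 µM in the primary screen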;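 also: plate controls were DMSO with enzyme for no effect and no enzyme wells for full effect; values of inactives mirror those of a sister screen read the other way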
ATG4B inh: ATG4B (human) cysteine protease inhibition; inhibition, % at 8.33 µM; ATG4B cleavage of LC3-PLA2, NBD-HPC fluorescence, 1 h; 0.51% of 340,000 active; Q9Y4P1; in the data active = inhibition above about 40%
HKDC1 inhibitor: HKDC1 (human) hexokinase inhibition; 0.16% of 340,000 active; recombinant HKDC1, G6PDH/diaphorase resazurin coupled fluorescence; inhibition, % at 20 µM; Q2TB90; AID 493160;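 active = inhibition above about 35% when tested at 20 µM, limit read from the data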;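 also: plate controls were DMSO wells with enzyme for no effect and DMSO wells lacking enzyme for full effect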
Target sequence (Q2TB90 whole entry, looked up): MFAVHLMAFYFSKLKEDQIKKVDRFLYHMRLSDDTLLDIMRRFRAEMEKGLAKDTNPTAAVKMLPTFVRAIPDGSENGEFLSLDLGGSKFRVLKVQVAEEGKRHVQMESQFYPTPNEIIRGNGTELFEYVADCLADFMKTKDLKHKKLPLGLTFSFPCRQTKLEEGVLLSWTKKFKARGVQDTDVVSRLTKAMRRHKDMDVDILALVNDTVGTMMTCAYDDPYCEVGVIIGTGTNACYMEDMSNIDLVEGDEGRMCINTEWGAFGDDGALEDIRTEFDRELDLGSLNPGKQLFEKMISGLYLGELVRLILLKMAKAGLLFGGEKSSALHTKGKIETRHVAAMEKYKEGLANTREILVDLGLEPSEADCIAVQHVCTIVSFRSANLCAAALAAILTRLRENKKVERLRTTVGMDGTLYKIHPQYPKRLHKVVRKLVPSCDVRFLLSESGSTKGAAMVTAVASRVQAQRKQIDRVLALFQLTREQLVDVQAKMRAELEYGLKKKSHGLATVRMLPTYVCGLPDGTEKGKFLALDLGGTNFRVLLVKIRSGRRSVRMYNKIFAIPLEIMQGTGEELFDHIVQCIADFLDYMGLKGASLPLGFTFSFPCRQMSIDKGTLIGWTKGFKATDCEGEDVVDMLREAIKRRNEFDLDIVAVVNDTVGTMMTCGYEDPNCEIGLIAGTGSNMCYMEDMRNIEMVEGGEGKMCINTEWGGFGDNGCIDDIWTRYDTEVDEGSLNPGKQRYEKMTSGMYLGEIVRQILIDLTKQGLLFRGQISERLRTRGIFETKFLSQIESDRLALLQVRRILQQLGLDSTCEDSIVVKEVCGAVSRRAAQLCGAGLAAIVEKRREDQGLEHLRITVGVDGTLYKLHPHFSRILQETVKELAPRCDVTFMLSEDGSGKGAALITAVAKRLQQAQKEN
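Test system: HK5 enzyme. Quantity: 5 µg/mL HK5 final. Reagent: glucose and ATP substrates. Schedule: 90 min reaction incubation at room temperature, dark. Technique: resazurin-to-resorufin fluorescence via G6PDH and diaphorase coupling, 525/613 nm. Control set: DMSO wells with and without enzyme mix.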
Active calls of the source: *; . = not tested or not shown.

compound	mIAP activ	PfG6PD inh	A3A deaminase	hIAP block	hIAP activ	mIAP inh	ATG4B inh	HKDC1 inhibitor
O=C(O)c1ccc(N2C(=O)CC(N3CCN(c4cccc(C(F)(F)F)c4)CC3)C2=O)cc1 (stereo not given)	1	-7	16	-1	1	-4	3	1
O=C(Cc1ccc(Br)cc1)N1CCN(c2ccc(F)cc2)CC1	1	10	-3	-14	1.1	-3	-2	-4
CSc1nc2ccc(S(=O)(=O)N3CCCCC3)cc2s1	1.1	2	2	1	0.99	-9	16	-8
COc1ccc(S(=O)(=O)NCC2CCCN(Cc3cn(C)nc3C)C2)cc1 (stereo not given)	1.1	4	-6	2	0.98	-8	8	-5
CCCCN(CC)C(=O)c1ccc2c(c1)OCO2	1.1	-1	-3	-13	1.1	-12	-11	-3
Cc1ccccc1C(=O)NC1CCN(CC(=O)NCc2ccccc2)CC1	1	9	-3	14	0.86	0	-2	-6
O=C(NC1CCCc2ccccc21)c1cccc(S(=O)(=O)N2CCN(c3ccccc3)CC2)c1 (stereo not given)	1	2	7	-10	1.1	-1	-3	3
CCCCN(C)C(=O)c1nc2ccccn2c1CN1CCC[C@H]1CO	0.98	-8	1	-8	1.1	2	15	-7
CCN(CC)CCCN1C=C2C(=O)C(C)(OC(=O)CCC(=O)OC)C(=O)C=C2C=C1C1CC1 (stereo not given)	0.97	47	-1	14	0.86	3	-18	9
O=C(CNc1ccccc1)N/N=C/c1c[nH]c2ccccc12	0.97	2	0	-38	1.4	3	-12	-6
Cc1ccccc1N(CC(=O)NCCc1ccccc1)C(=O)CCC(=O)Nc1ccccn1	0.98	-3	1	0	1	2	-5	-5
CCC1=NN(C(=O)c2cccc(Br)c2)C(O)(c2ccc(Br)cc2)C1 (stereo not given)	0.8	-8	-2	-15	1.2	20	43*	-8
CN1C(=O)c2ccccc2C(C(=O)NCC2CCCO2)C1c1c[nH]c2ccccc12 (stereo not given)	1	-16	-3	-10	1.1	-3	2	-8
COc1ccccc1-c1noc2ncnc(Nc3ccc4c(c3)OCO4)c12	1	1	1	11	0.89	-1	4	-1
CCN(CC)C(=O)c1[nH]cnc1C(=O)NC1CCN(C(=O)OC(C)(C)C)CC1	1.1	-1	-2	-17	1.2	-6	-4	-6
CCc1ccc2c(c1)C(O)(CC(=O)c1cccs1)C(=O)N2 (stereo not given)	1.1	6	-4	-1	1	-14	-18	-3
O=c1[nH]c2ccccc2n2cnnc12	1	5	-1	5	0.95	0	-4	-10
CCOc1ccccc1Nc1ncnc2c1cnn2-c1ccccc1	1	2	3	-8	1.1	0	-6	-5
CC(=O)NCC(=O)NC(Cc1ccccc1)C(N)=O (stereo not given)	1.1	0	0	1	0.99	-5	1	-6
O=C(O)CCSc1ncnc2sc(-c3ccccc3)cc12	0.85	-11	-2	8	0.92	15	-6	2

3 compounds from above, ordered by length of the SMILES, low to high.
compound	mIAP activ	PfG6PD inh	A3A deaminase	hIAP block	hIAP activ	mIAP inh	ATG4B inh	HKDC1 inhibitor
CC(=O)NCC(=O)NC(Cc1ccccc1)C(N)=O (stereo not given)	1.1	0	0	1	0.99	-5	1	-6
CCC1=NN(C(=O)c2cccc(Br)c2)C(O)(c2ccc(Br)cc2)C1 (stereo not given)	0.8	-8	-2	-15	1.2	20	43*	-8
Cc1ccccc1N(CC(=O)NCCc1ccccc1)C(=O)CCC(=O)Nc1ccccn1	0.98	-3	1	0	1	2	-5	-5

The listing continues.
compound	mIAP activ	PfG6PD inh	A3A deaminase	hIAP block	hIAP activ	mIAP inh	ATG4B inh	HKDC1 inhibitor
O=S(=O)(CCN1C=CC(C(F)(F)F)=NCC1)c1ccc(Cl)cc1Cl	0.98	-13	-2	19	0.81	2	-4	-3
O=C(CCc1nnc(C2CCCCC2)o1)NCCCOc1cccnc1	1	-2	-1	-2	1	-4	2	-9
CCN(CC)CCCN1C(=O)C(O)=C(C(=O)c2ccc(C)o2)C1c1ccc(C)o1 (stereo not given)	1.1	-8	-5	-11	1.1	-8	36	4
COc1cccc2c(O)c(-c3ccccc3)c(=O)[nH]c12	0.91	13	-3	12	0.88	9	-11	1
COc1ccccc1-c1nnc(SCC(=O)N2CC(C)CC(C)C2)o1 (stereo not given)	1	8	4	-27	1.3	-3	-6	-1
CCOc1ccc(N2CC(C(=O)OCC(=O)c3ccc(OC)cc3)CC2=O)cc1 (stereo not given)	1.1	3	2	8	0.92	-5	-5	-1
Cc1c(NC(=O)C23CC4CC(CC(C)(C4)C2)C3)c(=O)n(-c2ccccc2)n1C	0.93	2	-1	-3	1	7	-1	-5
CC(C)C(NC(=O)CCNC(=O)c1ccc(C(C)(C)C)cc1)c1nc2ccccc2[nH]1 (stereo not given)	1.2	-5	-3	-12	1.1	-20	-4	0
O=C(COc1ccc(Cl)cc1)NNC(=O)c1cccnc1	0.93	-1	-1	-21	1.2	7	2	-7
COC(=O)Nc1cc(C(F)(F)F)ccc1N1CCN(c2ccccc2)CC1	1	2	-2	5	0.95	-1	-5	-2
COc1ccc(CCNC(=O)CN(c2ccccc2OC)S(C)(=O)=O)cc1	0.89	-7	-3	6	0.94	11	-5	-4
O=C(OCc1cnc(Cl)s1)c1cccc(Cl)c1Cl	0.95	3	3	8	0.92	5	3	-4
O=S(=O)(NCCNS(=O)(=O)c1cccs1)c1cccs1	1	-16	4	-6	1.1	0	4	-1
COc1cc(OC)c(S(=O)(=O)Nc2ccccc2N2CCCCC2)cc1NC(C)=O	0.98	4	3	-15	1.2	2	-18	-2
Cc1ccc(OCC(=O)NNC(=O)CCC(=O)NCc2ccccc2)cc1	0.85	-21	-2	-29	1.3	15	20	5
Cc1cc(C(C)(C)C)cc(C)c1CCNC(=O)c1c(C)noc1C	1.1	1	3	-16	1.2	-14	1	0
CSc1ccc(S(=O)(=O)NCC(=O)OCC(=O)N2CCCCC2C)cc1[N+](=O)[O-] (stereo not given)	0.92	-6	2	-11	1.1	8	-3	0
Cc1nc(-c2ccc(Cl)cc2)sc1C1(C)CC(c2ccc([N+](=O)[O-])cc2)=NO1 (stereo not given)	1	0	0	-1	1	-2	10	3
Cn1c(Cc2c[nH]c3ccccc23)n[nH]c1=S	0.95	29	-3	1	0.99	5	5	-5
Cn1c(N=NC(=O)c2ccccc2)c(O)c2ccccc21	0.9	38	1	-3	1	10	5	-4

Shown as a hit in ATG4B inh (from the list above):
compound	mIAP activ	PfG6PD inh	A3A deaminase	hIAP block	hIAP activ	mIAP inh	ATG4B inh	HKDC1 inhibitor
CCC1=NN(C(=O)c2cccc(Br)c2)C(O)(c2ccc(Br)cc2)C1 (stereo not given)	0.8	-8	-2	-15	1.2	20	43*	-8

More results:
compound	mIAP activ	PfG6PD inh	A3A deaminase	hIAP block	hIAP activ	mIAP inh	ATG4B inh	HKDC1 inhibitor
COCCn1c(NC(=S)NC(=O)C23CC4CC(CC(C4)C2)C3)cc(=O)[nH]c1=O	0.97	16	-7	-24	1.2	3	-4	6
Cc1csc(NC(=O)c2ccc(C)c(S(=O)(=O)N3CCOCC3)c2)n1	1	.	-1	-3	1	-1	.	.
O=S(=O)(NC1C2CC3CC(C2)CC1C3)c1ccccc1 (stereo not given)	1.1	-2	-5	6	0.94	-7	-7	1
O=S(=O)(NCCCCCNS(=O)(=O)c1ccc(F)cc1)c1ccc(F)cc1	1	22	-1	-1	1	-2	-12	-2
CC1CCN(C(=O)Cn2c3ccccc3c3nc4n(c(=O)c32)CCS4)CC1	1	16	-5	-5	1.1	-4	-5	-2
COc1ccc(CCN(C)C(=O)c2ccc(COc3ccccc3)o2)cc1OC	1	-9	0	-44	1.4	-3	2	3
CCOc1ccc(-n2c(SCC(=O)OC)nc3sc4c(c3c2=O)CCN(C)C4)cc1	0.99	2	-2	-16	1.2	1	6	1
C=C1CCN([C@@H](CC(C)C)C(=O)NCc2ccco2)S(=O)(=O)c2ccccc21	1	-5	0	5	0.95	-3	9	-7
CC1CCCN(CCCNC(=O)c2ccc(CS(=O)(=O)Cc3cccc(Cl)c3)o2)C1 (stereo not given)	1	0	-3	-17	1.2	-2	10	-6
CCOC(=O)c1ccc(NC(=O)CN2C(=O)C(CC)SC(CC)C2=O)cc1 (stereo not given)	1.1	35	3	-14	1.1	-7	-5	3
COc1ccc2c(COC(=O)[C@H](C)NS(=O)(=O)c3ccccc3F)cc(=O)oc2c1	0.99	22	0	-33	1.3	1	-8	-4
COc1ccccc1NC(=O)COC(=O)c1[nH]c(=O)[nH]c(=O)c1N	0.96	1	-3	3	0.97	4	-43	4
Cc1cc(C)nc(SCC(=O)OCN2C(=O)c3ccccc3C2=O)n1	0.95	-2	-3	-15	1.1	5	8	-7
COc1ccc(-n2c3c(cc(C(=O)NNc4ccccc4)c2=O)C(=O)CC(C)(C)C3)cc1	1.1	18	1	21	0.79	-5	-6	-14
NC(=O)C1=C[C@H](c2ccc(C(F)(F)F)cc2)C[C@H](OCc2ccc(CO)cc2)O1	1.1	1	0	11	0.89	-10	-1	1
CNC(=S)N1N=C(c2ccc(C)cc2)CC1c1ccc(N(C)C)cc1 (stereo not given)	0.95	-6	0	-4	1	5	-3	-2
COC(=O)c1nc2n(n1)C(c1cc(OC)ccc1OC)C(C(=O)OC1CCCCC1)=C(C)N2 (stereo not given)	0.95	-6	-2	-24	1.2	4	-11	-6
C[n+]1cc(-c2ccccc2)oc1-c1ccccc1	1	-9	-1	-3	1	-3	-1	-1
CCOc1ccc(CNS(=O)(=O)c2c(C)nc3sccn3c2=O)cc1OC	0.99	6	0	20	0.81	1	-9	-8
CNC(=O)N(O)C1N(/N=C/c2ccccc2OC)C(=S)SC1(C)C (stereo not given)	1	-10	2	6	0.94	-3	0	-4
Cc1onc(-c2ccccc2Cl)c1C(=O)Nc1c(C)n(C)n(-c2ccccc2)c1=O	1	1	-4	-9	1.1	-3	1	-10
CCO/C=C1\N=C(c2ccc(F)cc2)OC1=O	0.98	-23	1	8	0.93	2	20	5
Cc1sc2nc(C3CC3)nc(N3CCN(C(=O)c4ccc(F)cc4)CC3)c2c1C	1	-2	0	-5	1.1	-1	62*	2
